High-throughput results from PubChem BioAssay.
POLB inh – blocks human DNA polymerase beta activity | actives 1.3% (n = 340,000) | Potency, µM (series often up to 114 µM), for inactives: at the top dose activity change, negative = inhibition, actives largely listed as inhibitors | Pol beta primer extension/strand displacement, fluorescence kinetic | AID 485314 | P06746; also: % is scaled to controls: 0 for no effect and ±100 for the full control effect
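Reaction started by 50 nM substrate onto compound-treated Pol beta (10 nM, 15 min preincubation, room temperature); plates read at 0 min and 10 min. Normalized concentration-effect data fitted by four-parameter Hill equation.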
POLK inh – inhibitors of human DNA polymerase kappa; Potency, µM (highest dose often 107 µM), for the others: at the top dose activity, negative = inhibition, most hits filed as inhibitors; AID 588579; purified Pol kappa, fluorescent DNA synthesis assay, 10 min; Q9UBT6; actives 0.53% (n = 400,000); also: % is scaled to controls: 0 for no effect and ±100 for the full control effect
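Kinetic fluorescence readout at 0 and 10 min followed reaction start with substrate at 50 nM final. Beforehand, enzyme (10 nM Pol kappa) stood 15 min with compound at room temperature; buffer-only wells were negative controls.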
BAZ2B block – blocks human BAZ2B | Q9UIF8 | AlphaScreen BAZ2B-H3K14Ac peptide displacement | Potency, µM (top dose mostly 114 µM), inactives show top-dose activity change, negative = inhibition, most hits filed as inhibitors | actives 4.4% (n = 360,000) | AID 504333; also: % is scaled to controls: 0 for no effect and ±100 for the full control effect; nearly all actives have a fitted effect of over 60% in size
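Multi-concentration screen (max 110 uM) measuring displacement of acetylated histone H3 peptide from BAZ2B by AlphaScreen, using 50 nM protein, 50 nM peptide and 10 ug/mL streptavidin donor plus Ni-chelate acceptor beads.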
APEX1 inh – blocks human APE1 abasic DNA cleavage; P27695; recombinant APE1, TAMRA/BHQ-2 abasic DNA cleavage fluorescence; Potency, µM (doses to about 65.8 µM), for the others: at the highest dose activity change, negative = inhibition, actives largely listed as inhibitors; actives 0.35% (n = 350,000); AID 2517;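 also: plate controls were vehicle for no effect and reference inhibitor for full effect; nearly all actives have a fitted effect of over 55% in size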
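Activity was derived from the fluorescence gain between first and third kinetic reads (60 s intervals, ex 525/em 598 nm) after 50 nM THF-abasic TAMRA/BHQ-2 duplex was added to 0.75 nM APE1 preincubated 15 min with compound.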
Apoferritin bind – candidate novel general anesthetic via apoferritin binding. P02791. apoferritin/1-aminoanthracene competitive binding, fluorescence. Potency, µM (top dose mostly 77.5 µM), for the others: at the top dose activity change, negative = displacement, actives largely listed as inhibitors. actives 0.074% (n = 350,000). AID 485281; also: % is scaled to controls: 0 for no effect and ±100 for the full control effect; nearly all actives have a fitted effect of over 20% in size
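Horse-spleen apoferritin (10 uM) in 50% saturated 1-aminoanthracene in PBS was incubated 10 min at room temperature with compound. Fluorescence (ex 380, em 535 nm) was normalized to free and bound 1-AMA, with concentration-response fitted by a four-parameter Hill equation.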
G9a inh – inhibitors of human histone lysine methyltransferase G9a | Potency, µM (highest dose often 102 µM), for the others: at the highest dose activity, negative = inhibition, usual class: inhibitors | G9a H3K9 monomethylation, AlphaScreen, 2 h | actives 8.8% (n = 350,000) | AID 504332 | Q96KQ7; also: % is scaled to controls: 0 for no effect and ±100 for the full control effect; nearly all actives have a fitted effect of over 75% in size
Target sequence (Q96KQ7 913-1193 limits assumed): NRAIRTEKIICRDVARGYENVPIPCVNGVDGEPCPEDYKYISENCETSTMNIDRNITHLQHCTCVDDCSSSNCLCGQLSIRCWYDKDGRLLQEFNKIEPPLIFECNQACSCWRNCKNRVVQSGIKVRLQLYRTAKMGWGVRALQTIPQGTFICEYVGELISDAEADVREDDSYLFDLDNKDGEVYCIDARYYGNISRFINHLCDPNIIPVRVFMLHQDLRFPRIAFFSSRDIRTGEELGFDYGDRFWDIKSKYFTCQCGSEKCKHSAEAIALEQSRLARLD
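Quantitative HTS format: methyltransferase activity on a biotin-tagged H3K9 peptide is measured by AlphaScreen, using a rabbit anti-monomethyl-H3K9 antibody with streptavidin donor and anti-IgG acceptor beads. Final levels are 20 nM enzyme, 500 nM peptide, 20 uM SAM; 2 h RT.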
POLH inh – inhibitors of human DNA polymerase eta. Q9Y253. recombinant Pol eta, fluorescent DNA replication assay. Potency, µM (top dose mostly 114 µM), for inactives: top-dose activity change, negative = inhibition, actives largely listed as inhibitors. actives 1.2% (n = 390,000); also: % is scaled to controls: 0 for no effect and ±100 for the full control effect
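Pol eta at 10 nM preincubated with compounds 15 min at room temperature; reaction started with fluorescent substrate (50 nM final) and read kinetically at 0 and 10 min.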
BLM inh – blocks DNA unwinding by human BLM helicase. Potency, µM (series often up to 56.1 µM), for the others: at the highest dose activity change, negative = inhibition, hits mostly inhibitors. P54132. recombinant BLM DNA unwinding, fluorescence dequenching. actives 0.2% (n = 350,000);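 also: plate controls were vehicle for no effect and no enzyme for full effect; nearly all actives have a fitted effect of over 35% in size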
POLI inh – DNA polymerase iota (human) inhibition. Q9UNA4. Pol iota fluorescent replication assay, 10 min. Potency, µM (highest dose often 115 µM), inactives show at the top dose activity, negative = inhibition, actives largely listed as inhibitors. actives 1% (n = 390,000). AID 588590
Target sequence (Q9UNA4 whole entry, looked up): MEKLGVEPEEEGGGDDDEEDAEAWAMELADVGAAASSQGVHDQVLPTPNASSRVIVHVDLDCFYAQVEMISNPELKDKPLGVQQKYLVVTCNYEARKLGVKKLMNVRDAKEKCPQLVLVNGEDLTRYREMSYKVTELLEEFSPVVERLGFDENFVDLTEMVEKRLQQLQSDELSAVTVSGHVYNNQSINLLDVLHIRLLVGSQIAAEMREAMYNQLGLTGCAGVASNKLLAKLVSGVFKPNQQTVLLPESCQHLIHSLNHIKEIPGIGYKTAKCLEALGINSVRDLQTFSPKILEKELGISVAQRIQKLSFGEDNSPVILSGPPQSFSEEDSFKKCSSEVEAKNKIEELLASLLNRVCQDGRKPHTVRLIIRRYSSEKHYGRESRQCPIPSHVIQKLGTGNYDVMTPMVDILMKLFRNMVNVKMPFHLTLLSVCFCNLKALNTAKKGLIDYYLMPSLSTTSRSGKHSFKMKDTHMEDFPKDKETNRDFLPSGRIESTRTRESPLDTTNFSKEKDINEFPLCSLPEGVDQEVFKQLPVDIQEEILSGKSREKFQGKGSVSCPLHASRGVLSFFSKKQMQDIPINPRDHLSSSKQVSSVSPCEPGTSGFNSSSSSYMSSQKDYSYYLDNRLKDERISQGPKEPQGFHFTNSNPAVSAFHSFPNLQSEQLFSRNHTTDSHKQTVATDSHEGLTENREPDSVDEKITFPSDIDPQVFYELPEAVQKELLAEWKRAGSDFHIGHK
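Fluorescent replication assay read twice, at 0 min and 10 min after adding 50 nM (final) substrate. Enzyme (10 nM) and compounds were first incubated 15 min at room temperature; enzyme-free buffer wells were negative controls.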
* = called active by the depositor; ? = inconclusive; / = no result given; & = joins results of further samples; [ ] = remark or other dose. Calls follow the shape of the dose curve; as a rule, active = well fitted curve in the direction sought with a large enough effect; inconclusive = small, poorly fitted or top-dose-only effect, or another doubt; inactive = no such curve, though single readings can be large; an effect the other way counts as inactive or inconclusive. Potency is read from the fitted curve at half-maximal effect. An excerpt; the hit share may differ from the screen's.

Codes: A = POLB inh; B = POLK inh; C = BAZ2B block; D = APEX1 inh; E = Apoferritin bind; F = G9a inh; G = POLH inh; H = BLM inh; I = POLI inh
NC(=O)c1ccc(Cn2c(C(=O)c3cc(Cl)c(N)c(Cl)c3)c3ccccc3[n+]2[O-])cc1
  A = /; B = 15%; C = ?; D = -16%; E = /; F = -26%[12.7 µM]; G = -10%; H = /; I = 20%

COc1ccc2c(CC(=O)Nc3ccc(OC)c(NS(=O)(=O)c4ccc(F)cc4)c3)coc2c1
  A = ?; B = -13%; C = -2%; D = -7%; E = 6%; F = 5%[59 µM]; G = ?; H = -6%; I = 71%[activator]

CCOc1cc(CNc2ccc(N3CCOCC3)cc2)cc(Br)c1OCC
  A = -9%; B = -11%; C = 18µM*; D = 3%; E = -19%; F = 25µM*; G = ?; H = -10%; I = 174%[activator]

CN(C)c1ccc(/C=N/Nc2nncc3ccccc23)cc1
  A = ?; B = -20%; C = -3%; D = 5%; E = -8%; F = 28µM*; G = -27%; H = -3%; I = 33%[activator]

CC(C(=O)OCC(=O)c1ccccc1)N1C(=O)C2C3CCC(C3)C2C1=O (centres undefined)
  A = 9%; B = -4%; C = -16%; D = -2%; E = -13%; F = 7%[59 µM]; G = 8%; H = -1%; I = 21%

Cc1ccc2nc(NCC(N)=O)nc(-c3ccccc3)c2c1
  A = -4%; B = -11%; C = 9%; D = 5%; E = 136%[activator]; F = /; G = 4%; H = -1%; I = -14%

CC(C)c1ccc(-c2cc(C(=O)NN3CCN(C)CC3)c3ccccc3n2)cc1
  A = 3%; B = -15%; C = -35%; D = 12%; E = -6%; F = 50µM*; G = -19%; H = 1%; I = -8%

O=C(Nc1ccccc1N1CCOCC1)C1CCN(S(=O)(=O)c2ccc(F)cc2)CC1
  A = 0%; B = -13%; C = -2%; D = 0%; E = 1%; F = 14%[59 µM]; G = -13%; H = 3%; I = 3%

CCOC(=O)C1(C)Oc2ccccc2C(c2ccc(OC)cc2)=C1C(=O)OC (centres undefined)
  A = /; B = -12%; C = /; D = -14%&-11%; E = -10%[110 µM]; F = 37%; G = -11%; H = -6%[75.6 µM]; I = -25%

Cc1cc(Nc2ccc3c(c2)OCCO3)n2nc(C)nc2n1
  A = 22%; B = -3%; C = 8%; D = -2%; E = 0%; F = -16%; G = -4%; H = 1%; I = ?

CCOc1ccccc1NC(=O)CN(c1ccc(C)cc1)S(=O)(=O)c1c(C)n[nH]c1C
  A = -27%; B = -6%; C = -17%; D = -3%; E = ?; F = -34%[59 µM]; G = -20%; H = -19%; I = 7%

Cc1nc(N(CCO)C2CCCCC2)c2nnn(Cc3ccccc3)c2n1
  A = -3%; B = -12%; C = -27%; D = -14%; E = 1%; F = /; G = -9%; H = -11%; I = 27%

CCCCNC(=O)CCc1nc2cccnc2n1Cc1ccccc1
  A = 15%; B = 2%; C = -1%; D = 24%; E = -10%; F = 13%; G = -16%; H = 0%; I = -4%

CC(=O)Nc1ccc(S(=O)(=O)N2CCC(c3nnnn3-c3ccccc3)CC2)cc1
  A = 2%; B = -16%; C = 3%; D = /; E = 2%; F = 22%[59 µM]; G = -13%; H = 3%; I = 6%

CN(C(=O)c1cccc(NC(=O)C2CCCN(C(=O)OC(C)(C)C)C2)c1)C1CCC1 (centres undefined)
  A = /; B = -1%; C = /; D = 19%; E = /; F = /; G = -4%; H = /; I = -10%

Full records from above:
Listed for CC(=O)Nc1ccc(S(=O)(=O)N2CCC(c3nnnn3-c3ccccc3)CC2)cc1 = POLB inh = 2%; POLK inh = -16%; BAZ2B block = 3%; APEX1 inh = /; Apoferritin bind = 2%; G9a inh = 22%[59 µM]; POLH inh = -13%; BLM inh = 3%; POLI inh = 6%
Listed for CCOc1cc(CNc2ccc(N3CCOCC3)cc2)cc(Br)c1OCC = POLB inh = -9%; POLK inh = -11%; BAZ2B block = 18µM*; APEX1 inh = 3%; Apoferritin bind = -19%; G9a inh = 25µM*; POLH inh = ?; BLM inh = -10%; POLI inh = 174%[activator]

(next part)
Codes: A = POLB inh; B = POLK inh; C = BAZ2B block; D = APEX1 inh; E = Apoferritin bind; F = G9a inh; G = POLH inh; H = BLM inh; I = POLI inh
COCCn1c(=O)c2c(nc3n2CCCN3CCc2ccc(OC)c(OC)c2)n(C)c1=O
  A = 30%; B = -11%; C = 0%; D = 5%; E = -3%; F = -3%; G = -10%; H = 0%; I = -3%

Cc1nc(C(F)(F)F)ccc1C(=O)Nc1ccccc1N1CCOCC1
  A = 4%; B = 4%; C = -2%; D = -1%; E = -4%; F = 11%[12.7 µM]; G = -10%; H = -10%; I = -7%

Cc1cccc(Cc2c(C)nc3nc(SCc4ccccc4C)nn3c2C)c1
  A = 0%; B = -6%[60.1 µM]; C = 10%; D = /; E = ?; F = 25%[59 µM]; G = -21%; H = -6%; I = 14%

CCOC(=O)C1CCN(CCC(=O)Nc2ccc(C)c(C)c2)CC1
  A = 15%; B = -4%; C = -3%; D = 2%; E = -9%; F = 2%; G = -22%; H = 3%; I = 27%

O=C(CNC(=O)c1ccc(OC(F)F)cc1)NCC1CCCO1 (centres undefined)
  A = 31%; B = -5%; C = -13%; D = 32%; E = 3%; F = 38%; G = -13%; H = -1%; I = 27%

CC(C)CC(=O)NC(=S)Nc1cc(C(=O)O)ccc1Cl
  A = 37%; B = -15%; C = 7%; D = 2%; E = -10%; F = 11%[59 µM]; G = -8%; H = -1%; I = 0%

O=C(/C=C/c1ccc([N+](=O)[O-])cc1)Nc1cccnc1
  A = ?; B = 6%; C = ?; D = 2%; E = -12%; F = 13%; G = -13%; H = -14%; I = -7%

Cc1ccc(N(CC(O)CN2C(=O)NC(C)(C)C2=O)S(=O)(=O)c2ccc([N+](=O)[O-])cc2)cc1 (centres undefined)
  A = -18%; B = 11%; C = -28%; D = 55%[activator]; E = -19%; F = -1%; G = -3%; H = 0%; I = 27%

Cc1ccc(S(=O)(=O)N(Cc2cccnc2)Cc2cc3ccccc3[nH]c2=O)cc1
  A = 48%; B = -1%; C = 0%; D = -5%; E = -9%; F = 16%; G = -9%; H = 0%; I = 8%

O=S(=O)(NCC(c1cccs1)S(=O)(=O)c1ccccc1)c1ccccc1 (centres undefined)
  A = -15%; B = -14%[60.1 µM]; C = -2%; D = /; E = 4%; F = 6%[59 µM]; G = -8%; H = 0%; I = ?

CC(C)C(C(=O)Nc1ncn[nH]1)N1C(=O)c2ccccc2C1=O (centres undefined)
  A = -19%; B = 7%; C = -3%; D = 1%; E = 0%; F = ?; G = 6%; H = -2%; I = 5%

NS(=O)(=O)c1ccc(NC(=O)/C=C/c2ccco2)cc1
  A = 25µM*; B = 50µM*; C = -29%; D = ?; E = -5%; F = 45µM*; G = 20µM*; H = -4%; I = 18µM*

CC(=O)N1N=C(c2ccccc2)CC1c1ccc(F)cc1 (centres undefined)
  A = 32%; B = -7%; C = -7%; D = -7%; E = -8%; F = -6%[0.501 µM]; G = 1%; H = 0%; I = -21%

CC(=O)N1CCc2cc(Br)cc(S(=O)(=O)NCc3ccccn3)c21
  A = 36%; B = -5%; C = -31%; D = -1%; E = -4%; F = ?; G = -9%; H = 1%; I = 14%

CCc1nnc(NC(=O)Cn2ccc(C(F)(F)F)n2)s1
  A = 49%; B = -17%; C = 12%; D = 6%; E = -9%; F = 13%[59 µM]; G = 5%; H = -2%; I = 27%

CCCCN(CC)CCNC(=O)c1cc2c(-c3ccccc3F)nn(C)c2s1
  A = -3%; B = -21%; C = -28%; D = -14%; E = -15%; F = 1%; G = -1%; H = 62%[activator]; I = 8%

O=c1nc(-c2ccccc2)n(-c2ccccc2)c2ncccc12
  A = 11%; B = -4%[60.1 µM]; C = -21%; D = -7%; E = -8%; F = 2%[12.7 µM]; G = 12%; H = 1%; I = -12%

COc1cc(NC(=S)NC(=O)CCc2ccccc2)cc(OC)c1
  A = ?; B = -19%; C = -12%; D = 0%; E = 0%; F = /; G = -14%; H = -8%; I = -7%

CN1C(=O)Cc2cc(S(=O)(=O)N3CCOCC3)ccc21
  A = 19%; B = -5%; C = 7%; D = -2%; E = -13%; F = 40µM*; G = -11%; H = -20%; I = -16%

Cc1cc(C(=O)N2CCCC(Nc3ccc(F)cc3)C2)n(C)n1 (centres undefined)
  A = 10%; B = 1%; C = 19%; D = 5%; E = 0%; F = /; G = -16%; H = -1%; I = 10%

CCC1CSC(Nc2ccc(C(=O)/C=C/c3ccc(Oc4ccccc4)cc3)cc2)=N1 (centres undefined)
  A = 9%; B = -3%; C = ?; D = 0%; E = -17%; F = ?; G = -15%; H = -11%; I = ?

CCOC(=O)C1CCN(C(=O)CCc2nc3ccccc3[nH]2)CC1
  A = 1%; B = -4%; C = -2%; D = -2%; E = 7%; F = -3%[59 µM]; G = -13%; H = -1%; I = 13%

CCCc1nc2c(sc3nc4c(cc32)COC(C)(C)C4)c(=O)n1Cc1ccco1
  A = ?; B = -16%; C = 1%; D = -12%; E = -8%; F = -28%[12.7 µM]; G = -28%; H = -10%; I = ?

Cc1ccc(Cn2c(CO)cnc2SCC(=O)Nc2cccc(F)c2)cc1
  A = 2%; B = -17%[60.1 µM]; C = ?; D = /; E = -13%; F = ?; G = -20%; H = 0%; I = 17%

Cc1cnc(NC(=O)NCC2CCCC(CNC(=O)Nc3ncc(C)s3)C2)s1 (centres undefined)
  A = -18%; B = -1%; C = 32µM*; D = 0%; E = -16%; F = ?; G = -7%; H = -9%; I = 24%

POLK inh, what is marked active above
Compound	POLK inh	BAZ2B block	APEX1 inh	G9a inh	POLH inh	BLM inh	POLI inh
NS(=O)(=O)c1ccc(NC(=O)/C=C/c2ccco2)cc1	50µM*	-29%	?	45µM*	20µM*	-4%	18µM*
